S-ASM inh: human S-ASM enzyme inhibition; placental ASM, HMU-PC fluorogenic substrate, 60 min; Potency, µM (top dose mostly 57.5 µM), without a hit: at the highest dose activity change, negative = inhibition, hits mostly inhibitors; 0.006% of 340,000 active; AID 504937; also: potency is read from the fitted curve at half-maximal effect
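qHTS format. ASM enzyme prepared from human placenta hydrolyses the fluorogenic substrate HMU-PC0 (9 uM final) over 60 min at 37 °C after a 10 min compound preincubation.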
B2AR arrestin: beta2AR (human) beta-arrestin recruitment activity. P07550. beta-arrestin recruitment to beta2AR, cell-based reporter. Potency, µM (highest dose often 46.1 µM), inactives show top-dose activation, most hits filed as activators. 0.02% of 330,000 active. AID 492947;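 also: potency is read from the fitted curve at half-maximal effect; 0% = DMSO controls and full agonism = EC100 isoproterenol or metaproterenol; nearly all actives have a fitted effect of over 65% in size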
TRPV1 ag: agonists of human vanilloid receptor 1 (TRPV1) | 0.19% of 320,000 active | TRPV1-expressing cells, Fluo-8 calcium influx, agonist mode | activation, % at 8.33 µM; in the data active = activation above about 80%; inconclusive = between about 30% and that limit; also: 0% is about no effect
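Fluo-8 calcium influx in TRPV1-expressing cells, kinetic read (ex 480/em 520 nm). Compound added and read 3 min for agonist activity, followed by capsaicin at EC20 final and 2 min further read for enhancement.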
BRCA1 expr act: activators of BRCA1 expression | 1.1% of 380,000 active | AID 624202 | Potency, µM (series often up to 46.1 µM), for the others: top-dose activation, usual class: activators | MCF7-BRCA1-FFLuc reporter, luminescence, 48 h; response scale: scaled: vehicle 0%, 10 µM genistein 100%; also: potency is read from the fitted curve at half-maximal effect; nearly all actives have a fitted effect of over 80% in size; some results filed as inactive show a strong effect at the top dose
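Quantitative HTS in MCF7 cells stably reporting BRCA1 expression via firefly luciferase. Compound treatment lasts 48 h at 37 °C in phenol-red free MEM. Activation is expressed relative to genistein at 10 microM and DMSO.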
USP2a block: inhibitors of human ubiquitin-specific protease USP2a. O75604. USP2 core, Ub-CHOP2 coupled fluorogenic reporter, 485/531. Potency, µM (doses to about 38.3 µM), without a hit: at the highest dose activity change, negative = inhibition, usual class: inhibitors. 0.01% of 330,000 active;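 also: potency is read from the fitted curve at half-maximal effect; plate controls were DMSO wells for no effect and full inhibition by NEM control for full effect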
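Cell-free coupled assay: 10nM USP2 core preincubated 30min RT with compound in Tris-HCl pH 8.0/CaCl2/CHAPS buffer, then 25nM Ub-CHOP2 and 25nM reporter substrate; fluorescence (Ex 485/Em 531) read after 60min RT, normalized to NEM inhibition, concentration-response curves fitted.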
Integrin act MD: activators of alpha7 integrin expression for muscular dystrophy; alpha7betagal myoblasts, beta-gal FDG fluorescence, 48 h; Potency, µM (titrated, usually from 38.3 µM), for the others: top-dose activation, actives largely listed as activators; 0.064% of 350,000 active; AID 624291;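 also: potency is read from the fitted curve at half-maximal effect; 100% = response of the positive control SU9516; nearly all actives have a fitted effect of over 60% in size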
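alpha7betagal+/- myoblasts (passage 13, 250/well) treated 48 h at 37C with compounds at 1:260 dilution of DMSO stock. Lysed, then beta-galactosidase activity read as FDG fluorescence (ex 480/em 540) after 30 min, with pre-read for autofluorescence.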
TSG101-PTAP inh: blocks PTAP/TSG101 interaction to inhibit HIV-1 budding | 340,000 tested, under 10 active | AID 493005 | Potency, µM (series often up to 115 µM), inactives show top-dose activity change, negative = inhibition, usual class: inhibitors | Q99816 | Fluorescence polarization, FITC-PTAP peptide / Tsg101 binding; active = well fitted inhibition curve with a large enough effect in the main read-out, with a control signal flat, not every such curve was filed as active; inconclusive = small, poorly fitted or top-dose-only effect, or effect the other way, or a change in a side signal; inactive = no such curve, though single readings can be large or run the other way; also: potency is read from the fitted curve at half-maximal effect; % of control where 0% means no effect
Target sequence (Q99816 whole entry, looked up): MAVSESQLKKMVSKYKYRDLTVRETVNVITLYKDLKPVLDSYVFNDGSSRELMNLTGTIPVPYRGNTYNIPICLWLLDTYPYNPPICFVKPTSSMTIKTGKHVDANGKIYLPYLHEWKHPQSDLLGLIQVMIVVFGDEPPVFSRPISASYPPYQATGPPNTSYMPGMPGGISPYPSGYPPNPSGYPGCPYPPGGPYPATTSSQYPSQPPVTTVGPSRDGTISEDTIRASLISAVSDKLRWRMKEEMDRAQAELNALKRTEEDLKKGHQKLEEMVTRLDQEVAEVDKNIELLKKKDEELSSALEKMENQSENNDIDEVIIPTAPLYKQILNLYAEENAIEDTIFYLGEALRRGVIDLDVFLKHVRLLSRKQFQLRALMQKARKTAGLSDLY
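Tsg101 binding domain (10 uM final) was mixed with compound and a FITC-labeled PTAP peptide (50 nM final) in HEPES pH 7.5 buffer with NaCl, Tween 20, EDTA and TCEP; fluorescence polarization was read after 20 min at r.t.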
uPA surface inh: inhibitors of cell surface uPA generation. Potency, µM (top dose mostly 38.3 µM), for the others: at the highest dose activity change, negative = inhibition, usual class: inhibitors. cell surface uPA generation assay, qHTS. 0.31% of 330,000 active; active = well fitted inhibition curve with a large enough effect; inconclusive = small, poorly fitted or top-dose-only effect; inactive = no such curve, though single readings can be large or run the other way; tested in mouse RAW 264.7 cells; also: potency is read from the fitted curve at half-maximal effect; % is scaled to controls: 0 for no effect and ±100 for the full control effect; nearly all actives have a fitted effect of over 55% in size
Eya2 inh: blocks the phosphatase activity of human Eya2; recombinant Eya2, OMFP fluorescence dephosphorylation (OMFP is methylfluorescein phosphate); Potency, µM (series often up to 76.9 µM), for inactives: top-dose activity, negative = inhibition, usual class: inhibitors; 0.006% of 330,000 active; also: potency is read from the fitted curve at half-maximal effect; % is scaled to controls: 0 for no effect and ±100 for the full control effect
Target sequence (O00167 whole entry, looked up): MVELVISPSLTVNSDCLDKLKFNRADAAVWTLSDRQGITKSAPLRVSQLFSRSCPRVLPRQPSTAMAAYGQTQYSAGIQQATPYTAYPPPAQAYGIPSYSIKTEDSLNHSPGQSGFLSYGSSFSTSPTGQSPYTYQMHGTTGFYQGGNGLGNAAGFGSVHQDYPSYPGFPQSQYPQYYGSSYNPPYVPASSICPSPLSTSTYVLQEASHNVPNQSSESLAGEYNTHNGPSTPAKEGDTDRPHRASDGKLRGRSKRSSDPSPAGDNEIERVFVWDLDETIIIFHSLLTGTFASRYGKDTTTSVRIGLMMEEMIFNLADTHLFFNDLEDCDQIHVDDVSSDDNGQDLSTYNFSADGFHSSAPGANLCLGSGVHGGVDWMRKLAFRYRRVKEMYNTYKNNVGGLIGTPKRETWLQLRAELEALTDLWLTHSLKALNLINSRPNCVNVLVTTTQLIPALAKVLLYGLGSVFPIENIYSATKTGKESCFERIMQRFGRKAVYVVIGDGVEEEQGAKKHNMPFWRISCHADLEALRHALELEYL
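Eya2 (0.2 uM) preincubated 10 min at ambient with compound, then OMFP substrate added at 50 uM; 10 min reaction in 50 mM HEPES pH 7.5, 50 mM NaCl, 5 uM MgCl2, 0.05% BSA, 1 mM DTT. Fluorescence read at Ex 485/Em 525 nm.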
p53 reactivation: mutant p53 re-activation in reporter cells; 0.063% of 320,000 active; Potency, µM (titrated, usually from 92.2 µM), inactives show at the top dose activity change, positive = activation, most hits filed as activators; H1299 p53-A138V BP100-luciferase reporter, luminescence, 24 h; also: potency is read from the fitted curve at half-maximal effect; % of control where 0% means no effect; nearly all actives have a fitted effect of over 45% in size
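p53-null H1299 cells stably carrying temperature-sensitive p53-A138V and a BP100-luciferase reporter were pinned with compounds (4-point, 1:5 series) and held 24 hrs at 37 deg C. Luminescence was read 10 min after detection reagent.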
ELG1 genotoxic: genotoxicity induction in ELG1-luciferase HEK293T cells | HEK293T ELG1-luciferase reporter, luminescence, 16 h | Potency, µM (highest dose often 46 µM), without a hit: top-dose activity change, positive = activation, hits mostly activators | 1.3% of 330,000 active | AID 504466; also: potency is read from the fitted curve at half-maximal effect; % of control where 0% means no effect; nearly all actives have a fitted effect of over 60% in size
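Genotoxicity was scored as increased ELG1-luciferase reporter signal, measured by ONE-Glo luminescence (30 min, room temperature). Compound or vehicle exposure of the HEK293T reporter cells lasted 16 hr at 37°C.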
Numbers without * were called inactive; i = inactive; u = inconclusive; x = no result given; [ ] = another dose, or the depositor's remark. Unless noted, calls follow the shape of the dose curve; as a rule, active = well fitted curve in the direction sought with a large enough effect; inconclusive = small, poorly fitted or top-dose-only effect, or another doubt; inactive = no such curve, though single readings can be large; an effect the other way counts as inactive or inconclusive.

SMILES	S-ASM inh	B2AR arrestin	TRPV1 ag	BRCA1 expr act	USP2a block	Integrin act MD	TSG101-PTAP inh	uPA surface inh	Eya2 inh	p53 reactivation	ELG1 genotoxic
CCCc1nnc(NC(=O)CNc2ccc(F)cc2)s1	3%	-0.1%	1	10%	0%	-19%	-3%	-4%	-2%	6%	3%
CCS(=O)(=O)c1ncc(CO)n1CCc1ccccc1	-2%	-0.1%	0	8%	1%	15%	-2%	3%	5%	11%	-3%
Cc1ccc(C)c(N2CCN(C(=O)Cc3cn(C)c4ccccc34)CC2)c1	-11%	-0.3%	-1	-44%	1%	16%	-10%	4%	-25%	-24%	-11%
Cc1cccc(C(=O)NCC2CCN(C(=O)c3cccc(C)c3)CC2)c1	-2%	3.4%	1	-15%	2%	-5%	-1%	-4%	0%	-12%	-10%
COc1cc(/C=C(\C#N)c2nc3c(s2)CC(C)CC3)ccc1O (configuration not stated)	x	-0.8%	15	x	2%	x	x	x	u	4%	u
CC(NC(=O)c1ccc(=O)oc1)c1ccccc1 (configuration not stated)	17%	-0.2%	0	-12%	4%	-22%	-2%	-1%	14%	12%	0%
N#Cc1cc([N+](=O)[O-])ccc1NC(=O)COC(=O)c1cnccn1	-3%	0.1%	x	-21%	2%	-4%	-2%	-1%	-16%	-2%	-5%
Cc1ccc(Oc2ccc(NC(=O)CSc3n[nH]c(N)n3)cc2)cc1	6%	-2.7%	30	-26%	1%	u	-4%	0%	-8%	-8%	-5%
CCC(C)(C)n1nnnc1CN(Cc1cccs1)Cc1cc2cc(OC)ccc2[nH]c1=O	10%	-0.3%	26	-48%	-2%	-18%	-11%	-5%	2%	-10%	-13%
O=c1oc2cc(O)ccc2c2c1CCCC2	i	0.3%	-5	11%	-1%	12%	-4%	0%	6%	0%	-2%
CC(=O)N/C(=N\c1nc(C)cc(C)n1)Nc1ccccc1Cl	1%	-0.8%	3	-14%	2%	8%	3%	-5%	12%	5%	-9%
CCC(C)(C(=O)NC1CCCCC1)N(CC1CCCO1)C(=O)CNC(=O)c1ccccc1 (configuration not stated)	0%	-0.5%	1	-2%	1%	0%	-3%	0%	1%	1%	2%
COc1cccc(N2CCN(Cc3nnnn3C3CCCCC3)CC2)c1	2%	5.9%	7	-1%	-3%	u	-2%	-6%	-11%	-2%	-2%
Cc1cc(N2CCOCC2)nc2cc(O)ccc12	263%[activator]	-1.3%	-1	66%	-1%	7%	-3%	3%	-8%	u	u
CCN(CC)C(=O)CSc1nnc(-c2cccs2)n1Cc1ccco1	0%	-0.5%	13	-12%	2%	-4%	-6%	1%	41%[15.4 µM]	-3%	3%
O=C(CCn1nc(-c2ccccc2)ccc1=O)N1CCCC1	0%	0.5%	-6	34%	4%	-27%	1%	2%	8%	10%	9%
CCCCNC(=O)C1CCCN1S(=O)(=O)c1cccc2nsnc12 (configuration not stated)	1%	-0.1%	-1	0%	6%	-15%	-2%	1%	-3%	-2%	0%
Cc1c(C)c2ccc(OCC(=O)Nc3ccccn3)c(C)c2oc1=O	0%	0.6%	3	47%	2%	u	-1%	u	9%	-18%	u
COc1cc2ncnc(NCc3cccs3)c2cc1OC	-1%	0.4%	-2	82%	-11%	-8%	-2%	0%	-3%	-7%	1%
O=C(O)C1CCN(C(=O)Cc2ccccc2)CC1	2%	0.3%	-2	15%	0%	6%	-2%	5%	5%	1%	-1%
COc1ccc(NS(=O)(=O)c2ccc3c(c2)NC(=O)CCS3)cc1Cl	1%	0.0%	9	-5%	0%	-17%	-10%	-7%	2%	-3%	-12%
COc1cccc(-c2nn(-c3ccccc3)cc2/C=C\C(=O)c2cccs2)c1	12%	-0.6%	-4	-38%	2%	-18%	2%	-3%	-6%	4%	-5%
COc1ccc(-c2noc(-c3ccccc3F)n2)cc1	-2%	-0.3%	1	0%	-6%	31%	-2%	-27%	-2%	u	1.6µM*
CCN(CC)C(=O)C1CCCN(c2ccc([N+](=O)[O-])cc2/C=N/NC(=O)c2cccc(O)c2)C1 (configuration not stated)	-7%	-0.1%	1	-50%	1%	4%	-2%	4%	-3%	-1%	-3%
CNC(=O)C1CC(=O)N/C(=N/N=C(\C)c2cccs2)S1 (configuration not stated)	4%	-0.4%	-1	1%	0%	-13%	-7%	0%	-12%	-2%	0%
COc1cc(C(O)P(=O)(OC(C)C)OC(C)C)cc(OC)c1OC (configuration not stated)	9%	0.0%	1	-18%	-1%	8%	0%	-2%	2%	-16%	1%
CC(C)CCN=CC1=C(O)CC(c2ccccc2)CC1=O (configuration not stated)	0%	-0.4%	23	31%	3%	-7%	-3%	-2%	-10%	2%	4%
O=C(COc1ccc(S(=O)(=O)N2CCCC2)cc1Cl)NC1CCCC1	1%	0.3%	0	-28%	9%	7%	-4%	x	-17%	-4%	-2%
COc1ccc(CCNC(=O)CCCCn2c(=O)[nH]c3ccccc3c2=O)cc1OC	4%	0.1%	0	1%	4%	45%	-1%	-2%	-22%	5%	1%
Cc1ccc(C(=O)N2CCN(c3ccc(C(F)(F)F)cn3)CC2)c(C)c1	-18%	0.3%	-5	-25%	0%	-26%	-5%	-3%	-22%	-8%	-11%
COc1cc(/C=N/N=C2/NC(=O)C(CC(=O)O)S2)ccc1OCc1ccc(Cl)cc1 (configuration not stated)	-7%	-0.4%	-3	4µM*	3%	25%	-2%	3%	-2%	u	u
CC(=O)c1ccc(Oc2cc(C(F)(F)F)cnc2C(N)=O)cc1	-5%	-0.2%	-2	-20%	2%	14%	-1%	4%	2%	-7%	0%
COCCCNC(=S)NCCNc1nc2cc(C)cc(C)c2cc1C#N	206%[activator]	-0.1%	10	-25%	-5%	u	-2%	x	3%	-1%	-6%
CCc1nnc(NC(=O)CCNC(=O)c2ccco2)s1	8%	-0.9%	-1	1%	4%	2%	-4%	3%	-9%	5%	3%
Cc1nonc1C1CCCN1Cc1cn[nH]c1-c1ccc(-c2ccccc2)cc1 (configuration not stated)	-6%	0.3%	1	0%	-9%	5%	3%	1%	-6%	3%	-2%
CCCOc1cc(C)c(S(=O)(=O)N2CCN(C)CC2)cc1C	-1%	0.0%	4	-25%	-1%	-1%	-4%	-4%	-18%	-3%	2%
COc1ccc(C)cc1NC(=O)COC(=O)c1ccc(OCc2ccc(Cl)cc2Cl)c(OC)c1	-1%	0.0%	0	-18%	-1%	-7%	0%	4%	10%	7%	9%
Cn1c(-c2ccc(F)cc2)cnc1NCc1cc2c(cc1[N+](=O)[O-])OCO2	-5%	0.5%	-4	-2%	-22%	13%	-9%	0%	-5%	13%	4%
Cc1cc(C)c(S(=O)(=O)c2cccc(Cl)c2)c(=O)[nH]1	4%	0.3%	-2	1%	6%	7%	-4%	0%	9%	5%	1%
Cc1cc(C(=O)CSc2cccc[n+]2[O-])c(C)n1-c1ccccc1	1%	8.8%	3	u	1%	-34%[inhibitor]	1%	-15%	6%	1%	u
COc1ccc(OC)c(NC(=O)c2oc3ccccc3c2NC(=O)C2CC2)c1	146%[activator]	0.8%	19	-12%	-1%	0%	-3%	-3%	-4%	1%	-9%
CC1(C)SC(=S)N(/N=C/c2ccc(O)cc2)C1N(O)C(=O)Nc1ccc([N+](=O)[O-])cc1 (configuration not stated)	u	0.4%	1	-36%	4%	7%	-3%	-1%	5%	21%	-5%
COc1cc(C(=O)Nc2ccc(C(N)=O)cc2)c([N+](=O)[O-])cc1OC	0%	-0.1%	1	5%	-3%	9%	2%	1%	0%	-4%	-1%
COc1cccc(NC(=O)c2cccc(C(=O)Nc3cccc(OC)c3)c2)c1	-1%	-1.4%	1	-3%	0%	9%	-2%	-1%	-14%	x	13%
COc1ccc(CC(NC(C)=O)C(=O)NC2CCN(C(=O)C3CCCCC3)CC2)c(OC)c1 (configuration not stated)	1%	0.1%	-2	-13%	0%	u	1%	1%	4%	10%	0%
O=S(=O)(Nc1cccc2c1CCCC2)c1ccc(Cl)cc1	-8%	0.0%	30	-48%	-2%	3%	0%	4%	-5%	14%	0%
CC(=O)c1ccccc1NC(=O)C1CC(=O)N(c2ccc3c(c2)OCCO3)C1 (configuration not stated)	-2%	0.4%	1	8%	0%	6%	-5%	5%	13%	-2%	0%
